# H9c2 TAG inh: inhibitors of triacylglycerol accumulation, primary screen, cell-based, uHTS, fluorescence, H9c2 | H9c2 cells, Nile Red lipid (TAG) fluorescence; cells loaded with 200 µM oleic acid | hit rate 0.66% among 230,000 | AID 651582, 2012 | inhibition, % at 12.5 µM;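 active means pattern-corrected inhibition of lipid staining of at least 50% with the nuclear-stain viability signal not falling by more than 50%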;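 further: 0% = DMSO wells and 100% = triacsin C control wells; some results filed as inactive read as strong as hits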
# H9c2 TAG inh DAPI viability: second read-out of H9c2 TAG inh, no call of its own (marks repeat the call); DAPI nuclei signal change (viability), lower = more cytotoxic, %;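 whole-well DAPI fluorescence read on a plate reader as a viability signal; minus 50 percent equals half of cells still viable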
# Numbers without * were called inactive. This is a subset; rates above refer to the full screens.
molecule	H9c2 TAG inh DAPI viability	H9c2 TAG inh
CN(C)S(=O)(=O)c1ccc(NC(=O)Cc2ccc(S(=O)(=O)N3CCOCC3)s2)cc1	-6	6
CN=C(Nc1ccccc1OC)SC1CC(=O)N(c2ccc(C(=O)OC)cc2)C1=O (stereo not drawn)	14	4
Cc1noc(C)c1COc1ccc(C(=O)NCc2ccccn2)cc1	14	-5
O=C(Nc1cnns1)Oc1ccccc1	0	4
CCOC(=O)C1=C(COC(=O)Cc2ccccc2)NC(=O)NC1C (stereo not drawn)	1	-2
CCc1ccc(-c2csc(NC(=O)C3CCCO3)c2C(=O)OC(C)C)cc1 (stereo not drawn)	-36	-24
O=C(COC(=O)c1ccc(S(=O)(=O)N2CCCCCC2)cc1)NCc1ccc(Cl)cc1	-9	6
CCOc1ccc(N(Cc2nnc3n2CCCCC3)C(=O)Nc2cccc(C)c2)cc1	-1	0
COC(=O)c1ccc2ncccc2c1	-3	8
CCCCCCCCCn1ccc(=N)cc1	-15	21
CC(=O)OC(C)C(=O)NS(=O)(=O)c1ccc(C)cc1 (stereo not drawn)	6	2
Nc1nc2ccccc2n1C(=O)c1cccs1	3	-18
CCn1c(N)c(C(=O)NC)sc1=S	-13	29
O=C(Nc1ccon1)c1nc[nH]c1C(=O)N1CCc2ccccc2C1	-1	13
CC(=O)NC(CC(=O)N1CCCC1)c1ccccc1 (stereo not drawn)	4	2
CC(=O)Nc1ccc(S(=O)(=O)NCC(=O)NNC(=O)c2csc(N3CCOCC3)n2)cc1	-1	11
O=C(COC(=O)c1ccc(S(=O)(=O)N2CCCC2)cc1)Nc1ccccc1	-10	-3
O=C(O)CC/C(=N\NC(=O)CNC(=O)/C=C/c1ccccc1)c1ccccc1	5	2
COc1ccccc1C(=O)NNC(=O)c1ccc2ccccc2c1O	-5	8
CCCCn1nc2cc(C(=O)NCc3ccccc3)ccc2c1OCC	15	0
O=C(CCN1CCOCC1)NNC(=O)Nc1cccc(C(F)(F)F)c1	2	16
O=C1CCCN1c1ccc(S(=O)(=O)Oc2cccc(Cl)c2)cc1[N+](=O)[O-]	3	-6
Cc1ccc(C)c(NC(=O)CN(C)C(=O)c2ccncc2)c1	6	12
COc1cc2c(cc1OC)C1=NC(=O)CN1C(SCc1ccc(C)cc1)=N2	10	-26
NC1=NOC(=O)C1C1CCCCC1 (stereo not drawn)	3	0
CC(C)CCn1nnnc1C(c1ccccc1F)N1CCC(C(N)=O)CC1 (stereo not drawn)	-5	-20
O=C(c1ccccc1NS(=O)(=O)c1ccc(Br)cc1)N1CCOCC1	-7	1
O=[N+]([O-])c1ccc(Cl)cc1NCc1cccnc1	-1	-4
CC(=O)c1nnn(-c2ccc([N+](=O)[O-])cc2)c1C	15	-6
CCOC(=O)C1=C(c2ccccc2)N=C2SCC(=O)N2C1c1cccc(OC)c1 (stereo not drawn)	2	-10
CCOC(=O)CCS(=O)(=O)c1nc(-c2ccccc2)cc(C(F)(F)F)n1	-44*	74*
O=C(c1cc2c(ccc3ccccc32)o1)N1CCCCC1	-6	9
CCOC(=O)C1CCN(C(=O)c2ccc(Oc3cc(Cl)cc(Cl)c3)o2)CC1	-2	9
O=C(O)CCCN=CC1=C(O)C(C(=O)c2ccccc2)CCC1=O (stereo not drawn)	8	3
CC(C)c1ccc2c(c1)C(c1cccs1)=NNC(c1ccncc1)=N2	-7	-3
COc1cc(/C=N\NC(=O)C(C)(C)O)ccc1OC/C=C/c1ccccc1	-2	12
C=CCn1c(=O)c(C(=O)Nc2ccc(C)cc2)c(O)c2ccccc21	2	8
COc1ccc(N2CCN(C(=O)Nc3ccc(S(=O)(=O)N(C)C)cc3)CC2)cc1	-7	0
C=C(C)CN(CC)C(=O)COc1ccc(S(=O)(=O)Nc2ccc(OC)cc2)cc1	-2	-30
COc1ccc(C(=O)OCC(=O)NCCCc2ccccc2)cc1[N+](=O)[O-]	6	-8
Cn1c(NNC(=O)CCC2CCCCC2)cc(=O)n(C)c1=O	1	-9
COc1cc(NC(=O)c2cc(-c3cccnc3)nc3ccc(Br)cc23)cc(OC)c1	14	29
O=C(OCC1OC(n2ccc(=O)[nH]c2=O)C(O)C1OC(=O)c1ccccc1)c1ccccc1 (stereo not drawn)	-2	-8
Cc1c(C#N)c2ccccc2n1CC(=O)N1CCCC1	3	17
COc1cc(C(NC(C)=O)NC(C)=O)ccc1OCc1ccccc1	-2	12
CCOc1ccccc1NC(=O)c1csc(C)c1C	5	-21
Nn1c(Cc2cccc3ccccc23)nnc1SCC(=O)NCC1CCCO1 (stereo not drawn)	-2	-19
O=C(NCCN1C(=O)S/C(=C\c2cccnc2)C1=O)C1=NN(c2ccccc2)C(=O)CC1	9	4

# Filtered by structure: the compounds so far containing a CF3 group.
molecule	H9c2 TAG inh DAPI viability	H9c2 TAG inh
O=C(CCN1CCOCC1)NNC(=O)Nc1cccc(C(F)(F)F)c1	2	16
CCOC(=O)CCS(=O)(=O)c1nc(-c2ccccc2)cc(C(F)(F)F)n1	-44*	74*

# (listing goes on)
molecule	H9c2 TAG inh DAPI viability	H9c2 TAG inh
COc1ccccc1NC(=O)CSc1nnc(Cc2cccs2)n1C	2	0
CCCCC(CCC(=O)O)(C(=O)OCC)c1csc(N)n1 (stereo not drawn)	-6	9
CCOc1ccccc1NC(=S)NC(=O)C1CCCCC1	-11	-30
Cn1c(NCCOc2ccccc2)nc2cc(-c3ccc(F)cc3)sc2c1=O	-10	12
Cn1c(NCCCN2CCOCC2)nc2c1c(=O)n(Cc1ccc(Cl)c(Cl)c1)c(=O)n2C	-7	46
COc1cc(/C(=C/c2ccccc2)c2ccccc2)c2c(c1)oc1ccccc12	55	-28
Cc1nc(-c2ccc3c(c2)OCCO3)cs1	14	1
COc1ccc(NC(=O)c2cc(CC(C)C)on2)cc1OC	7	-12

# 2 entries drawn at random from the list so far, as already listed:
molecule	H9c2 TAG inh DAPI viability	H9c2 TAG inh
COc1ccccc1NC(=O)CSc1nnc(Cc2cccs2)n1C	2	0
COc1cc(/C(=C/c2ccccc2)c2ccccc2)c2c(c1)oc1ccccc12	55	-28

# Carrying on:
molecule	H9c2 TAG inh DAPI viability	H9c2 TAG inh
Cc1ccc(Cn2ccc(NC(=O)c3nn(C)cc3Cl)n2)cc1	-8	-28
COc1ccc2c(c1)c(/C=N/Nc1nc3ccccc3[nH]1)c(C)n2C	-10*	50*
Cc1cc(C)c(O)c(-c2n[nH]c3c2C(c2cccc(O)c2)N(Cc2ccco2)C3=O)c1 (stereo not drawn)	13	-12
CCN(CC)c1ccc2cc(C(=O)NCc3ccc(F)cc3)c(=N)oc2c1	12	-18
Cc1noc(C)c1COc1ccc(C(=O)OCC(=O)N2CC3(C)CC2CC(C)(C)C3)cc1 (stereo not drawn)	1	23
C=CCc1cc(Cl)ccc1OCCCn1ccnc1	13	-16
Cc1cc2c(cc1S(=O)(=O)N1CCCC1)n(C)c(=O)c(=O)n2C	-5	14
CCOc1ccc(NS(=O)(=O)c2cc(C(=O)NCC3CCCO3)ccc2Cl)cc1 (stereo not drawn)	5	-12
O=C(Cn1c(=O)oc2cc(S(=O)(=O)N3CCCC3)ccc21)N1CCN(c2ccccc2)CC1	-8	-5
O=C(O)C1CC=CCC1C(=O)Nc1ccccc1C(=O)N1CCN(c2ccccc2)CC1 (stereo not drawn)	-5	-2
COc1ccc(NC(=O)COC(=O)CNS(=O)(=O)c2ccc(F)c(F)c2F)cc1OC	11	-7
Cc1cccc(N=c2c([N+](=O)[O-])nn(-c3ccc(Cl)cc3)n2O)c1	-6	4
CCOc1ccc(NC(=O)CSc2ccc(-c3cccnc3)nn2)cc1	5	-21
O=C(NCc1ccc(-c2csnn2)cc1)C1CC1	-6	4
O=C(CSc1nnc(CNc2cccc(C(F)(F)F)c2)n1Cc1ccco1)NCc1ccco1	9	4
Nc1nnc(SCC(=O)Nc2ccc(Cl)c(C(=O)O)c2)s1	-4	-5
CC1=NS(=O)(=O)NC(C)(C)C1	0	1
Cn1c(SCC(=O)NC2CCCC2)nc2c(c1=O)SCC2	-6	5
Cn1c(CSCc2ccc(F)cc2)nnc1SCC(=O)Nc1cccc(C(=O)O)c1	0	-13
CC12C(=O)N(Cc3ccco3)C(=O)C1C1c3ccccc3C2c2ccccc21 (stereo not drawn)	-14	1
CC1CCCN(C(=O)COc2ccc(Nc3ccccc3)cc2)C1 (stereo not drawn)	8	5
O=C(NC1CCCCC1)NC1(C(=O)N2CCN3CCCC3C2)CCCCC1 (stereo not drawn)	-8	4
CC1CC(C)(C)CC2(C1)NC(=O)N(CC(=O)Nc1ccc3c(c1)OCO3)C2=O (stereo not drawn)	14	-1
CN1CCN(C(=O)C2=C[C@@H](c3ccc4c(c3)OCO4)C[C@@H](OCc3ccc(CO)cc3)O2)CC1	-3	-14
COc1ccccc1C(C)NC(=O)c1ccc(S(=O)(=O)NCc2ccco2)cc1 (stereo not drawn)	6	-1
CCOC(=O)c1c(NC(=O)c2ccc(S(=O)(=O)N(C)CC3CCCO3)cc2)sc2c1CCN(C)C2 (stereo not drawn)	4	0
O=C(Nc1ccc(Oc2ccc(NC(=O)C3CCCO3)cc2)cc1)C1CCCO1 (stereo not drawn)	-2	-8
O=C(O)CCNS(=O)(=O)c1ccccc1C(F)(F)F	-3	-4
O=C(Cc1ccccc1[N+](=O)[O-])OCC(=O)c1ccccc1Br	1	-1
C=C1CCN([C@@H](C)C(=O)NCCCCCC)S(=O)(=O)c2ccccc21	-4	1
O=C(CSc1nc2[nH]ncc2c(=O)n1-c1ccccc1)c1ccc2c(c1)OCCO2	-5	17
COCCNC(=O)C1(C)CCCN(Cc2cc(C)ccc2C)C1 (stereo not drawn)	-6	5
COc1ccc2nc(SC(C)C(=O)NC3(C#N)CCCCC3)[nH]c2c1 (stereo not drawn)	1	4
O=C(Nc1nccs1)C(=O)c1c[nH]c2ccccc12	-3	10
CCCCn1c(N)c(N(CCOC)C(=O)CCC2CCCCC2)c(=O)[nH]c1=O	-4	10
Cc1cc(=O)n2nc(N3CCCC(C(=O)NCc4ccccc4C)C3)sc2n1 (stereo not drawn)	-1	7
COc1ccc(NC(=O)c2ccccc2N(Cc2ccccc2)S(C)(=O)=O)cc1	1	-14
COCCN1CCCC(CNCc2cn(C)nc2-c2ccc(Oc3ccccc3)cc2)C1 (stereo not drawn)	41	8
CC1CCN(C(=O)c2ccc(S(=O)(=O)N3CCCC3)cc2)CC1	-1	-5
Cc1c(C(=O)O)oc2ccc(S(=O)(=O)N3CC(C)CC(C)C3)cc12 (stereo not drawn)	-1	2

# For convenience, two of the compounds above.
molecule	H9c2 TAG inh DAPI viability	H9c2 TAG inh
CN(C)S(=O)(=O)c1ccc(NC(=O)Cc2ccc(S(=O)(=O)N3CCOCC3)s2)cc1	-6	6
CN=C(Nc1ccccc1OC)SC1CC(=O)N(c2ccc(C(=O)OC)cc2)C1=O (stereo not drawn)	14	4

# Next compounds follow.
molecule	H9c2 TAG inh DAPI viability	H9c2 TAG inh
CCOc1c(Br)cc(C2CC(=O)Nc3cc(OC)c(OC)cc32)cc1OC (stereo not drawn)	-6	9
COc1cc(CCC(=O)Nc2ccc(S(=O)(=O)N3CCCC3)cc2)cc(OC)c1OC	4	-13
CCCCn1c(N)c(N(CCOC)C(=O)COC(=O)CCOc2ccccc2)c(=O)[nH]c1=O	0	7
Cc1ccccc1Nc1nc(N)nc(COC(=O)/C=C/c2ccco2)n1	-1	-5
CCCCCNC(=O)c1ccc2c(=O)n(CCCOCC)c(=S)[nH]c2c1	4	-13
COc1ccccc1-c1sc2ccccc2c1-c1ccc(C(C)=O)cc1	4	12
CC(=O)c1cccc(CN2CCC(n3nccc3NC(=O)CCOc3ccccc3)CC2)c1	1	5
O=S(=O)(NC1CCCCC1)c1ccc(N2CCOCC2)nc1	-7	2
COCCn1c(=O)[nH]c2cc(C(=O)NC(C)C)ccc2c1=O	-4	4
COC(=O)c1cc([N+](=O)[O-])c(-n2ccnc2)c([N+](=O)[O-])c1	-5	7
COc1ccncc1-c1csc(C(O)c2ccccc2)n1 (stereo not drawn)	-12	-31
COc1cccc(/C(O)=C2/C(=O)C(=O)N(CCN(C)C)C2c2ccccn2)c1 (stereo not drawn)	13	-9
Cc1cccc(NC(=O)c2cccc(N3C(=O)CCC3=O)c2)c1	4	11
O=C1C2CCCCN2C(=O)N1CCCCN1CCN(c2ccccc2Oc2ccccc2)CC1 (stereo not drawn)	13	-18
O=C(OCc1ccccc1)c1ccc(NCc2cc(O)ccc2O)cc1	-63	109
Cc1ccc2cccc(OCC(=O)N(C)CC(=O)Nc3ccc(F)cc3)c2n1	5	2
CCCN1C(=O)/C(=N\OCC(=O)Nc2ccc(C(C)C)cc2)c2ccccc21	9	-8
CC(C)C[C@@H](CNC(=O)OC(C)(C)C)NC(=O)c1nc[nH]c1C(=O)N[C@@H](CC(C)C)C(=O)CNC[C@H](CC(C)C)NC(=O)c1nc[nH]c1C(=O)N[C@@H](Cc1c[nH]c2ccccc12)C(=O)OC(C)(C)C	-13*	60*
COc1cc(C)c(Br)cc1S(=O)(=O)NCc1cccs1	-1	-9
CCOc1ccc(C(NC(C)=O)c2ccc(OC)c(OC)c2)cc1 (stereo not drawn)	0	-2
Cn1nc(C(C)(C)C)cc1NC(=O)Nc1ccc(F)cc1F	39	-3
COc1cc(OC)cc(-c2c(C#Cc3ccsc3)c3cc(-c4ccccc4OC)ccc3n2C)c1	128	3
Cc1cc(CNC(=O)COc2ccc(F)cc2F)c2ccccc2n1	-1	-4

# Record cards, as listed above. Order of screens: H9c2 TAG inh DAPI viability | H9c2 TAG inh
# Listed for Cc1cc(CNC(=O)COc2ccc(F)cc2F)c2ccccc2n1 : -1 | -4
# Listed for Cn1nc(C(C)(C)C)cc1NC(=O)Nc1ccc(F)cc1F : 39 | -3
